From PubChem
A549 tox: A549 cytotoxicity, counter-screen for Nrf2 inhibitors. 0.16% of 390,000 active. A549 ARE-Fluc cells, CellTiter-Fluor viability, 18-24 h. Potency, µM (doses to about 46 µM), without a hit: top-dose activity change, negative = cytotoxicity, most hits filed as inhibitors; further: potency means the concentration at half of the fitted maximal effect; on the % scale 0 is the no-effect control and ±100 the full control effect
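A549 ARE-Fluc cells in 5% FBS OPTI-MEM, 5000 cells/well, rested 2 h then exposed to compounds in concentration-response for 18-24 h at 37 °C. Viability by CellTiter-Fluor fluorescence (Ex 405/Em 525) after 30 min; luciferase luminescence (BugLite, 15 min, RT) read afterwards.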
pAkt inh: Akt phosphorylation inhibition. Neuro2A IGF-stimulated pAkt S473 HTRF, 20 min; active compounds read low. activity change, % for hits at 50 µM. 0.32% of 360,000 active; in the data active means activity change below about -80%; inconclusive means mostly about -51% to -80%; further: on the % scale 0 is the no-effect control and ±100 the full control effect
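Neuro2A cells (4,500/well, DMEM with 0.5% FBS) were treated with compound at a single 50 µM final concentration, stimulated with 6 nM IGF for 20 min at 37 °C, and lysed. Phospho-Akt Ser473 was read by HTRF as 665/615 ratio ×10^4.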
TGFb inhibitor: TGF-b pathway inhibition; 1.2% of 410,000 active; AID 588855; HepG2 CAGA-GFP TGF-b/SMAD3 reporter, GFP fluorescence, 18 h; TGF-beta stimulated, 500 pg/mL final; Potency, µM (highest dose often 46.1 µM), for the others: top-dose activity, negative = inhibition, actives largely listed as inhibitors; further: potency means the concentration at half of the fitted maximal effect; on the % scale 0 is the no-effect control and ±100 the full control effect; nearly all actives have a fitted effect of over 65% in size
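Inhibition of TGF-beta-driven CAGA-GFP reporter expression in HEPG2 cells is measured by cellular GFP fluorescence after 18 h stimulation with 500 pg/mL recombinant TGF-beta in 1% FBS medium at 37 degrees C.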
HepG2 tox: counter-screen for TGF-b inhibitors: cytotoxicity in HepG2 cells | HepG2 CAGA-GFP viability, ATP luminescence, 18 h | Potency, µM (highest dose often 46.1 µM), for inactives: top-dose activity change, negative = cytotoxicity, actives largely listed as cytotoxic | 0.76% of 410,000 active | AID 588856; further: potency means the concentration at half of the fitted maximal effect; some results filed as inactive show a strong effect at the top dose
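CellTiter-Glo luminescence gave cytotoxicity after 18 hours at 37 degrees C. The cells were HepG2 CAGA-GFP in 1% FBS DMEM, stimulated with 500 pg/mL TGF-beta after compound addition. %Activity was normalised to no-cell wells (complete cell-killing) and DMSO (no toxicity), and curves were fitted and classified.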
CCT modulator: changes cytosolic chaperonin activity | AID 651819 | activity change, % (test concentration not listed), hits read low | purified chaperonin ATPase assay, HTRF ADP detection, 30 min | 0.3% of 360,000 active; in the data active means activity change below about -30%; further: on the % scale 0 is the no-effect control and ±100 the full control effect
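TRiC at 40 or 20 nM final (batch-dependent) in 30 mM Tris pH 7.4, 100 mM KCl, 5 mM MgCl2, 1 mM DTT, with compound at single 76 uM and 10 uM ATP, 30 min at 37 deg C. ADP detected by HTRF Transcreener, 665/615 ratio.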
Nrf2 inh: blocks Nrf2 signaling | 2.1% of 360,000 active | AID 504444 | A549 ARE-Fluc reporter, luciferase luminescence, 18-24 h | Potency, µM (highest dose often 46 µM), for inactives: top-dose activity change, negative = inhibition, hits mostly inhibitors; further: potency means the concentration at half of the fitted maximal effect; on the % scale 0 is the no-effect control and ±100 the full control effect; nearly all actives have a fitted effect of over 60% in size
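Nrf2 function is reported as luminescence of an ARE-controlled luciferase in A549 cells. Compounds were tested at several concentrations, and a CellTiter-Fluor read on the same wells flagged cytotoxicity.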
S2 tox: reduces viability in counter-screen for ATXN expression inhibitors | S2 cells (HEK-293 line with an ATXN2-luciferase reporter) viability, CellTiter-Fluor protease fluorescence, 24 h | Potency, µM (series often up to 56.7 µM), actives largely listed as cytotoxic | 0.49% of 400,000 active | AID 651635; further: potency means the concentration at half of the fitted maximal effect; nearly all actives have a fitted effect of over 40% in size
Nrf2 activator: Nrf2 pathway activation | AREc32 ARE-luciferase reporter (MCF7-derived line), luminescence, 24 h | Potency, µM (top dose mostly 46.1 µM), for inactives: top-dose activation, most hits filed as activators | 0.31% of 410,000 active | AID 624171; further: potency means the concentration at half of the fitted maximal effect; % of control where 0% means no effect; nearly all actives have a fitted effect of over 65% in size
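Luciferase luminescence (Steady-Glo, 30 min at room temperature) served as the read-out of ARE activation in AREc32 cells treated with compounds for 24 hr at 37 deg C.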
Mm-Cpn inhibitor: inhibitors of Methanococcus maripaludis chaperonin (MmCpn) | purified Mm-Cpn ATPase, ADP Transcreener TR-FRET | Potency, µM (top dose mostly 76.9 µM), without a hit: top-dose activity, negative = inhibition, usual class: inhibitors | 0.031% of 330,000 active; further: potency means the concentration at half of the fitted maximal effect; on the % scale 0 is the no-effect control and ±100 the full control effect; nearly all actives have a fitted effect of over 80% in size
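Eu-cryptate anti-ADP/ADP-d2 competition gives a ratio inversely related to ADP. Enzyme at 25 nM was pre-exposed to compound for 10 min, then given 10 uM ATP for 30 min, 37°C throughout.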
Numbers without * were called inactive; i = inactive; ? = inconclusive; nt = not tested or not shown; & = joins results of further samples. Unless noted, the call rests on the fitted dose curve; in most records, active means well fitted curve in the direction sought with a large enough effect; inconclusive means small, poorly fitted or top-dose-only effect, or another doubt; inactive means no such curve, though single readings can be large; an effect the other way counts as inactive or inconclusive.

item | SMILES | A549 tox | pAkt inh | TGFb inhibitor | HepG2 tox | CCT modulator | Nrf2 inh | S2 tox | Nrf2 activator | Mm-Cpn inhibitor
1 | Cc1ccc(C(=O)NNC(=O)CCCN2C(=O)/C(=C/c3ccccc3Cl)SC2=S)cc1 | ? | i | 0.6% | -2.0% | -7.1 | 9.2µM* | i | -1.4% | 1.6%
2 | CCN1CCN(c2ncnc3sc(C)c(-c4ccccc4)c23)CC1 | -1.9% | i | -7.6% | -17.1% | 0.3 | 3.1% | i | -0.6% | 2.7%
3 | O=C(NCCN1CCCC1)c1ccc2c(=O)n(CCc3ccccc3)c(=O)[nH]c2c1 | -0.5% | i | 0.9% | -0.4% | -0.9 | ? | i | 0.0% | 0.1%
4 | O=c1c2ccccc2nc2n1CCN2 | -5.7% | i | 12.9% | -20.7% | -1.3 | 4.3% | i | -0.1% | 0.7%
5 | CCc1cccc(NC(=O)c2cc3c(=O)oc4ccc(C)cc4c3s2)c1 | -0.1% | nt | 12.6% | -8.4% | nt | 14.5% | i | 0.1% | nt
6 | Cc1ccc(NC(=O)c2sc3ncnc(N4CCN(c5ccccn5)CC4)c3c2C)c(C)c1 | -16.9% | i | -13.3% | -24.1% | 0.1 | ? | ? | 0.2% | ?
7 | O=C(O)COc1ccc(NC(=O)c2ccc3c(c2)C(=O)N(CC2CCCO2)C3=O)cc1 (stereo not drawn) | nt | i | -5.0% | -9.5% | 0.9 | nt | i | -0.6% | nt
8 | CCOc1ccc(N(CC(=O)N2CCCCCC2)S(C)(=O)=O)cc1 | 0.5% | i | 13.3% | 4.6% | -0.5 | 5.0% | i | -0.3% | 2.9%
9 | CCOC(=O)c1c(C)oc2ncnc(Nc3ccc(OC)c(OC)c3)c12 | 6.5% | nt | 10.1% | -23.0% | nt | nt | i | 3.6% | nt
10 | COc1ccc(NC(=O)C(NC(C)=O)C(=O)Nc2ccc(F)cc2)cc1 (stereo not drawn) | -1.8% | i | 1.0% | 22.7% | 1.4 | -5.3% | i | 0.3% | -1.7%
11 | Cc1ccc(OCC(=O)N2CCCCCC2)c(C)c1 | 23.9% | i | -4.9% | 2.4% | -3.1 | ? | i | -0.7% | -0.2%
12 | Cc1ccc(C)c(S(=O)(=O)N2CCN(C(=O)c3ccccn3)CC2)c1 | -0.8% | i | -0.2% | -2.7% | -0.6 | -4.1% | i | -0.5% | -1.4%
13 | O=C(COc1ccc([N+](=O)[O-])cc1)Nc1ccc2c(c1)OCO2 | -0.4% | i | -11.2% | 0.0% | 2.8 | 25.5% | i | -0.1% | 1.3%
14 | O=C(CN1C(=O)NC2(CCCC2)C1=O)NCCc1ccccc1 | -2.6% | i | -2.5% | -2.4% | 0.3 | 3.9% | i | 0.3% | -0.3%
15 | CCOC(=O)c1cnc2nc(COc3ccccc3)[nH]n2c1=O | -4.1% | i | -23.9% | 18.4% | -0.2 | -12.6% | ? | -0.1% | 0.7%
16 | Cc1nc(-c2ccc(C)c(N3CCN(C(=O)Nc4cccc(Cl)c4C)CC3)c2)no1 | -10.3% | nt | -10.0% | -7.4% | nt | nt | i | 3.1% | nt
17 | Cc1ccc(C(=O)c2sc(Nc3ccccc3)c(C#N)c2N)cc1 | ? | i | -1.7% | -9.4% | -2.0 | ? | ? | 0.5% | -0.9%
18 | COc1cc(NS(=O)(=O)c2ccc(NC(=S)NC(=O)c3cccs3)cc2)nc(OC)n1 | -0.3% | i | 0.0% | -7.2% | -2.0 | -1.0% | i | 3.3% | -0.1%
19 | COc1ccc(N2CCN(Cc3nc4scc(-c5ccccc5)c4c(=O)[nH]3)CC2)cc1 | 9.2% | i | -27.7% | -7.5% | 1.1 | -0.9% | i | 1.0% | 2.9%
20 | CNS(=O)(=O)c1cn(CC(=O)NCc2ccccc2OC)cc1S(=O)(=O)NC | 3.2% | i | 0.5% | 8.0% | 0.8 | 5.2% | i | 0.2% | 1.2%
21 | COc1ccc(-c2c[n+]3c(n2-c2ccccc2)SCC3)cc1OC | -2.3% | i | -3.8% | 1.3% | -0.4 | -2.2% | i | -0.1% | -5.2%
22 | COc1ccc(C2CCCN2C(=O)Nc2ccccc2)cc1OC (stereo not drawn) | -1.7% | i | 2.7% | 4.8% | -0.4 | -12.1% | i | -0.3% | -8.5%
23 | O=S1(=O)CCO[C@H]2Cc3ccccc3[C@H]2N1Cc1ccccc1Br | -4.5% | i | ? | 12.6%&-42.6% | -0.2 | -12.0% | i | 0.3% | 4.0%
24 | O=C(/C=C/c1ccc(Cl)cc1)NC(=S)Nc1ccc(C(=O)O)cc1 | 9.6% | i | 10.3% | -0.4% | -1.0 | 16.6% | i | -0.3% | -7.4%
25 | Cc1cc(C)c2nc(-c3ccccn3)cc(C(=O)NCc3ccco3)c2c1 | -0.1% | i | 1.9% | 24.1% | -1.5 | nt | i | 16.6% | nt
26 | O=C(Nc1ccccc1N1CCCCC1)c1ccco1 | -8.7% | i | 4.1% | -14.4% | 1.1 | -22.3% | i | -0.2% | 0.5%
27 | Cn1nnnc1SCCNC(=O)C1CCC(=O)N(Cc2cccc(C(F)(F)F)c2)C1 (stereo not drawn) | nt | i | -0.6% | -1.4% | -0.2 | nt | i | -1.0% | nt
28 | COc1ccc(OC)c(C2C3=C(CCCC3=O)NC3=C2C(=O)CCC3)c1 | -12.8% | i | 0.1% | 1.3% | -1.4 | -0.3% | ? | -0.6% | 1.5%
29 | COC(=O)C1=C(C)NC(=O)NC1c1ccccc1 (stereo not drawn) | 0.5% | i | -10.8% | -9.5% | -0.8 | -10.4% | i | -0.2% | 0.9%
30 | COc1ccccc1N1CCN(C(=O)C2CCCN(S(=O)(=O)c3ccc(C)cc3)C2)CC1 (stereo not drawn) | 4.3% | i | ? | -48.1% | -0.2 | ? | i | 0.1% | -0.9%
31 | O=C1/C(=C/c2cccnc2)CCC/C1=C\c1cccnc1 | -4.2% | i | 3.98µM* | -98.9% | 1.4 | 3.7% | 11.2µM* | ? | -6.3%
32 | Cc1cc(C)nc(SCC(=O)N(C)C)n1 | 2.3% | i | -3.9% | -3.0% | 0.0 | 25.4% | i | -0.7% | -0.9%
33 | COc1cccc(O)c1CN1CCC(n2nccc2NC(=O)c2ccc3c(c2)OCO3)CC1 | -12.3% | i | 11.7% | -28.5% | -3.7 | 4.1% | ? | -0.6% | 1.8%
34 | COc1ccc(S(=O)(=O)Nc2cc(Cl)ccc2-n2cncn2)cc1 | -3.2% | i | 17.6% | 13.0% | 1.4 | 1.1% | i | 0.3% | 0.1%
35 | Cc1ccc(-c2nnc3ccc(SCC(=O)NCc4ccco4)nn23)cc1 | -4.3% | ? | 19.5% | -12.4% | -2.4 | -5.0% | i | 19.4% | -3.3%
36 | Cc1ccc(S(=O)(=O)N2[C@@H](c3ccc(Cl)cc3)C(C(=O)O)=CC[C@H]2c2ccc(Cl)c(Cl)c2)cc1 | -17.9% | i | ? | -36.4% | -2.2 | ? | ? | -0.7% | -1.7%
37 | O=C(Nc1ccccc1Cl)c1cccc(NC(=O)c2cccs2)c1 | -2.8% | i | -17.7% | -4.2% | -0.7 | ? | ? | 2.1% | 2.3%
38 | O=C(NCCC(F)(F)F)c1cccc2c(-c3ccc(F)c(F)c3)coc12 | nt | i | ? | -17.9% | 0.1 | nt | i | 8.9% | nt
39 | Cc1ccc2nc(N3CCN(c4ccc(F)cc4)CC3)c3nnnn3c2c1 | 8.5% | nt | -0.8% | -2.6% | nt | 17.6% | nt | 2.9% | nt
40 | COc1ccc(CN2CCN(c3ccccn3)CC2)c(OC)c1 | 1.6% | nt | 10.3% | -23.4% | 0.8 | 5.8% | nt | -0.2% | 1.0%
41 | O=C1OCCC1=CN1CCCCC1 | nt | i | 15.8% | 20.4% | -3.2 | nt | i | -0.2% | nt
42 | CCN1C(=O)N[C@@H](c2cccc(C(F)(F)F)c2)[C@@H](C(=O)OC)[C@H]1C | 4.9% | i | -7.2% | -1.6% | 0.3 | -6.2% | i | -0.1% | nt
43 | O=C(CCN1C(=O)C2C3C=CC(C4CC34)C2C1=O)Oc1cccc2cccnc12 (stereo not drawn) | -1.3% | nt | 5.01µM* | 6.31µM* | -2.2 | 6.5% | i | ? | 0.2%
44 | CC(CNC(=O)CN1C(=O)NC2(CCCCC2C)C1=O)c1ccccc1 (stereo not drawn) | 1.0% | i | 14.8% | 0.0% | 0.1 | 6.2% | i | -0.4% | 0.2%
45 | CCN(CC)C(=O)Cn1cc(S(=O)(=O)CC(=O)Nc2ccc3c(c2)OCCO3)c2ccccc21 | -0.8% | i | -6.3% | 0.1% | -1.2 | ? | ? | 2.8% | -2.9%
46 | Nc1ccc(Cn2ccc3c4c(N)nc(N)nc4ccc32)cc1 | -15.4% | i | ? | -98.6% | -0.7 | 0.82µM* | nt | 16.9% | nt
47 | O=C(NC1CCCCC1)c1ccc2c(=O)n(CC3CCCO3)c(=O)[nH]c2c1 (stereo not drawn) | -1.6% | i | 5.7% | 1.6% | 0.2 | 4.4% | i | -0.6% | -1.6%
48 | COc1cccc(CN2CC34CCC(CC3S2(=O)=O)O4)c1 (stereo not drawn) | 0.7% | nt | -1.9% | 0.5% | nt | 15.4% | nt | nt | nt
49 | Cc1c(C(=O)N2CCOCC2)oc2c1C(=O)CC(C)(C)C2 | 1.3% | i | -12.4% | -0.4% | -4.5 | 1.4% | i | -0.8% | -0.9%
50 | CCOc1ccccc1Nc1cc(C)nc2nc(C)nn12 | -3.9% | i | -10.1% | -8.2% | 0.9 | -12.3% | i | 4.6% | -0.4%
